Compound activity (PubChem BioAssay)
SR-BI HDL uptake: inhibitors of SR-BI mediated HDL lipid uptake, primary screen, ldlA[mSR-BI] cells, fluorescence, single point; Scavenger receptor class B member 1 (Mus musculus), Q61009; ldlA[mSR-BI] CHO cells, DiI-HDL uptake fluorescence, 3 h; inhibition, % at 12.5 µM; 320,000 compounds, 0.96% hits;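 active = mean replicate inhibition of at least 70% and a set share of replicates each scoring 70 or more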;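 also: 0% = median of neutral control wells and 100% = median of positive control wells; values of inactives mirror those of a sister screen read the other way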
HTR5A inv ag: HTR5A inverse agonists in luminescence cell assay, primary screen, counter-screen for OPRM1-OPRD1 heterodimer inverse agonist project, full-deck HTS; inhibition, % at 9.3 µM; 5-hydroxytryptamine receptor 5A (Homo sapiens), P47898; AID 504634, 2011; 340,000 compounds, 0.083% hits; HTR5A cell line, inverse agonism; in the data active = inhibition mostly above about 23%, no sharp cut-off; inactive = mostly below about 18%;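 also: 0% = cells with DMSO and 100% = no-cell wells with DMSO; some compounds called inactive have numbers as strong as hits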
HTR5A ag: HTR5A agonists in luminescence cell assay, primary screen, counter-screen for OPRM1-OPRD1 heterodimer agonist project, full-deck HTS. 5-hydroxytryptamine receptor 5A (Homo sapiens), P47898. cell-based. activation, % at 9.3 µM. 340,000 compounds, 0.61% hits; in the data active = activation mostly above about 9.5%, no sharp cut-off; inactive = mostly below about 7.6%;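 also: 0% = cells with vehicle only and 100% = reference agonist; strong numbers were not always called active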
Wnt bcat act: Wnt/beta-catenin pathway activators, primary screen, cell-based, plate reader, single point. 300,000 compounds, 1.2% hits. Wnt/beta-catenin reporter cell assay, activator. AID 743398, 2014. activation, % at 9.35 µM; in the data active = activation above about 30%, passing the limit was not always enough;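 also: 0% = neutral control wells and 100% = positive control wells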
MITF act: activators of MITF-driven TRPM1 promoter reporter, primary screen, cell-based, SK-MEL-5, luciferase, single point; 300,000 compounds, 0.75% hits; SK-MEL-5 TRPM1-promoter luciferase, 24 h; % of positive control, neutral wells = 0; activation, % at 12.5 µM;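 active = mean activation of at least 80% with every replicate also reaching 80%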;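 also: 0% = neutral control wells and 100% = parthenolide positive control wells; values of inactives mirror those of a sister screen read the other way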
dFosB activator: activators of delta FosB homodimer, primary screen, biochemical, fluorescence polarization, TAMRA-CDK5 oligo, single point | Protein FosB (Mus musculus), P13346 | purified delta FosB; percent of positive-control signal above neutral wells | activation, % at 25 µM | 340,000 compounds, 0.99% hits;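 active = mean activation above about 17%, with every replicate also reaching it, limit read from the data, passing the limit was not always enough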;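 also: fluorescence polarization rise as delta FosB binds a TAMRA Cdk5 AP-1 oligo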
Target sequence (P13346 whole entry, looked up): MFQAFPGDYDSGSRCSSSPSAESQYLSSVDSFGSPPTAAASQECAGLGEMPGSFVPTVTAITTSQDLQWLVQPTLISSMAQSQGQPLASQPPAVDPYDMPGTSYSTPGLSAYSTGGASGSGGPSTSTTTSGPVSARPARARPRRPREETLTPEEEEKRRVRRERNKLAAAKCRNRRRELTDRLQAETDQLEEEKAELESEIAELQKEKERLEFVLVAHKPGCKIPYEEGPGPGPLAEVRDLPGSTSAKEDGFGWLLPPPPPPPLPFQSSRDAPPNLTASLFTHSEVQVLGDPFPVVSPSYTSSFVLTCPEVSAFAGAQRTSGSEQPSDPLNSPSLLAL
PvdQ acylase: P. aeruginosa PvdQ acylase inhibitors, primary screen, biochemical, fluorescence, plate reader and imaging, single point; 340,000 compounds, 0.063% hits; PvdQ acylase [Pseudomonas aeruginosa LESB58]; purified PvdQ acylase; AID 488965, 2010; inhibition, % at 10 µM; in the data active = inhibition above about 30%, passing the limit was not always enough;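 also: 0% = vehicle neutral wells and 100% = reference inhibitor wells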
CDK5 p35 inh: inhibitors of human CDK5/p35 kinase, primary screen, biochemical, single concentration; inhibition, % at 10 µM; 330,000 compounds, 0.01% hits; Cyclin-dependent kinase 5 (Homo sapiens) + Cyclin-dependent kinase 5 activator 1 (Homo …; Recombinant CDK5/p35, ADP-Glo luminescence, 60 min; AID 488839, 2010;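 active = highest replicate inhibition of at least 50% and at least 75% of replicates reaching 50%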;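 also: plate controls were DMSO neutral control for no effect and GW8510 at 10 µM for full effect; many of its hits are not listed in these tables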
Target sequence (Q00535 whole entry, looked up): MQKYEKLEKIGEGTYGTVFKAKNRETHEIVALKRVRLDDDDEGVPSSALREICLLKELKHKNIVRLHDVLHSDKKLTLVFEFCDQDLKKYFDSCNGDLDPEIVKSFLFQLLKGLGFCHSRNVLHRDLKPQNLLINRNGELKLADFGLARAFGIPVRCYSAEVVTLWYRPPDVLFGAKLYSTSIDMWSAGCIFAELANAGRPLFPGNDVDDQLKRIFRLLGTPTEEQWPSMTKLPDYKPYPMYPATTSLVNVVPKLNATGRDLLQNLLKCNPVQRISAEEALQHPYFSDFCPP
Target sequence (Q15078 whole entry, looked up): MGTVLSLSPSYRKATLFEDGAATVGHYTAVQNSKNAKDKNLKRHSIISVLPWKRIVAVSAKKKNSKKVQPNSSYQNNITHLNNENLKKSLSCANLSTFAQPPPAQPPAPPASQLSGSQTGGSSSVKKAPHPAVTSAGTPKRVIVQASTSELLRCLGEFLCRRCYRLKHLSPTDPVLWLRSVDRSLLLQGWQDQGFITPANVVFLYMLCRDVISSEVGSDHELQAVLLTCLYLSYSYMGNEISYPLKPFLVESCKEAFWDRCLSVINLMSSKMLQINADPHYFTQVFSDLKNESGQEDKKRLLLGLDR
V-ATPase pHluor: regulators of yeast V-ATPase proton pumping, primary screen, pHLuorin cytosolic pH fluorescence; S. cerevisiae; response, % at 10 µM; 350,000 compounds, 0.37% hits; AID 504577, 2011; in the data active = response mostly above about 7.3%, no sharp cut-off; inactive = mostly below about 5.4%; also: actives read high; inactives centre near 0; some compounds called inactive have numbers as strong as hits; reference of the scale not given here
NSD2 HMT inh: NSD2 histone methyltransferase inhibitors, primary screen, biochemical, AlphaScreen, single concentration, set 2; NSD2 peptide methylation, 120 min; 310,000 compounds, 0.54% hits; Histone-lysine N-methyltransferase NSD2 (Homo sapiens), O96028; inhibition, % at 12.5 µM; AID 743445, 2014; in the data active = inhibition above about 50%
The depositor's hits bear a star; · = not tested or not shown.

SMILES | SR-BI HDL uptake | HTR5A inv ag | HTR5A ag | Wnt bcat act | MITF act | dFosB activator | PvdQ acylase | CDK5 p35 inh | V-ATPase pHluor | NSD2 HMT inh
COc1ccc(OCCOC(=O)c2nc3nccc(C)n3n2)cc1 | -8 | 3 | 3 | -4 | -3 | -5 | 3 | 0.0 | 3 | -1
COc1ccc(N2C(=O)CC(Sc3ccccc3C(=O)O)C2=O)c([N+](=O)[O-])c1 (centres undefined) | -22 | 4 | 0 | -3 | -4 | 2 | -15 | -3.2 | 1 | -1
Cc1cc(Br)ccc1NC(=O)CN(C)Cc1cccs1 | 28 | -21 | 2 | 4 | 35 | 6 | -15 | 2.7 | -2 | -4
O=[N+]([O-])c1ccccc1S(=O)(=O)c1ccccc1[N+](=O)[O-] | · | -4 | 1 | 0 | -5 | -6 | -11 | 0.8 | -3 | -2
Cc1ccc(C(c2nnnn2CC2CCCO2)N2CCN(C)CC2)cc1 (centres undefined) | -15 | -6 | 4 | -3 | 6 | -1 | -12 | -0.7 | 0 | -3
COC(=O)/C=C1/N/C(=N\c2nc(C)cc(C)n2)N(c2ccc(Cl)cc2)C1=O | 2 | -7 | -2 | · | -13 | -6 | 0 | -1.4 | -4 | -1
CN(C)C(=S)c1ccc2ccccc2n1 | -20 | 8 | -2 | · | · | 1 | -11 | -0.9 | 3 | 2
CCc1cc2cc3c(cc2nc1SCC(=O)OC(C)C)OCO3 | 77* | 8 | -3 | -1 | -1 | -5 | 10 | 2.6 | 0 | -4
O=C(O/N=C\c1ccc(N2CCCCC2)c([N+](=O)[O-])c1)c1c(F)cccc1F | 32 | -25 | 9 | 0 | 4 | -1 | -10 | 1.9 | 1 | 9
CCCc1cc(=O)[nH]c(SCc2ccccc2Cl)n1 | 2 | 8 | 2 | -4 | -1 | -2 | -10 | -0.1 | -3 | 1
Cc1nnc(-c2cnn(C)c2N)n1CCCN1CCOCC1 | 7 | -6 | 2 | 0 | 3 | 1 | -13 | -0.2 | 4 | -2
COc1ccc(NC(=O)COC(=O)CCOc2ccccc2C)cc1Cl | -11 | -14 | 6 | -1 | 2 | -7 | -3 | -0.2 | -3 | -4
Cc1cc(/C=N/N2CCN(C)CC2)c(C)n1-c1ccc(Cl)cc1 | -7 | -13 | 5 | 2 | 4 | -13 | 2 | 0.6 | -2 | 7
COc1cc2c(cc1OC)[C@@H](NC(=O)CCc1ccccc1)[C@H](O)C2 | 7 | -3 | 1 | 0 | 3 | 0 | -4 | -0.8 | 3 | ·
CCC(CO)Oc1cc(NC(=O)c2cccc([N+](=O)[O-])c2)c2ncn(C(C)C)c2c1 (centres undefined) | 75* | 4 | 1 | 0 | 7 | 4 | -10 | -1.4 | 1 | ·
S=c1nc(C23CC4CC(CC(C4)C2)C3)[nH][nH]1 | -6 | -38 | -1 | 0 | 0 | 2 | -19 | 5.8 | 1 | -1
N=C(N)Cc1ccccc1Sc1ccccc1 | -19 | -4 | 2 | · | 0 | -6 | -2 | 0.8 | 6 | 0
C=CSc1sc(Cl)c(N2CCOCC2)c1[N+](=O)[O-] | 3 | 7 | -2 | 1 | 24 | -5 | 3 | 0.2 | -1 | -4
C[C@H](CO)N1C[C@H](C)[C@@H](CN(C)S(=O)(=O)c2cccs2)Oc2c(NC(=O)C3CCCCC3)cccc2C1=O | -8 | -1 | -7 | 1 | 0 | 0 | 1 | -0.6 | -1 | ·
C#CCOCCOCCOCCNc1nc(N2CCN(C(=O)[C@H](CCCN=C(N)N)n3cc(C(N)[C@@H](C)CC)nn3)CC2)nc(N2CCN(C(=O)[C@H](CC(N)=O)n3cc([C@@H](N)C(C)C)nn3)CC2)n1 (some centres undefined) | -10 | 8 | 5 | -1 | 10 | 12 | 1 | 0.6 | -1 | ·
O=C(Nc1cc(C(F)(F)F)ccc1Cl)C(NCc1ccccc1)c1ccccc1 (centres undefined) | -18 | -10 | 3 | -4 | 4 | -2 | -7 | -0.9 | 3 | -1
COC(=O)c1ccc(CN2CCCC(CNC(=O)Cc3ccc(OC)cc3)C2)cc1 (centres undefined) | 0 | -14 | 4 | 36* | · | -5 | -14 | -0.8 | -1 | 28
N#Cc1cccc(NC(=O)Cn2c3[n+](c4ccc(C(F)(F)F)cc42)CCCCC3)c1 | 46 | · | · | · | 10 | -4 | -1 | -1.0 | 1 | 2
CCN(CCCNC(=O)CN(C)S(=O)(=O)c1cccc2nsnc12)c1cccc(C)c1 | 30 | 18 | 2 | 0 | · | -4 | -11 | -0.7 | 3 | 1
Cc1ccc(-n2c(SCC(=O)N3CCCCC3)nc(O)c(Cc3ccccc3)c2=O)cc1 | -5 | 4 | 0 | 0 | -4 | -1 | -6 | 0.6 | 1 | 1
COc1ccc(S(=O)(=O)N2CCOCC2)cc1NC(=O)CSc1n[nH]c(=O)n1C1CC1 | -4 | -3 | 1 | -1 | -4 | -17 | -13 | 1.2 | 1 | -1
Cc1ccc(C(=O)Nc2ccccc2-c2ccccc2)cc1S(=O)(=O)Nc1ccccc1 | 17 | -11 | 0 | 8 | 3 | -7 | -5 | -1.7 | -1 | ·
O=C(NCCOCCOCCNC(=O)c1cccnc1)c1cccnc1 | -6 | -9 | 4 | 12 | -2 | -8 | -15 | -0.6 | 2 | 7
CCCC(C)NC(=O)CSc1nnc2ccccn12 (centres undefined) | -15 | 8 | -3 | -1 | -9 | -4 | -4 | -0.4 | 4 | -1
Cn1c(=S)[nH]c2scc(-c3cccs3)c2c1=O | -10 | -1 | 0 | 1 | -14 | 6 | -11 | 2.3 | -4 | 2
CN(Cc1cccs1)CC(O)COCc1ccco1 (centres undefined) | -22 | 10 | -1 | 0 | · | -2 | 27 | -0.1 | 1 | 3
Cc1cc(=O)oc2cc(OCC(=O)NCCCN3CCOCC3)ccc12 | -26 | -8 | -2 | -1 | -11 | -2 | -3 | -0.6 | 3 | ·
C=C(C)Cn1c(SCC(=O)N/N=C/c2ccccc2)nc2ccccc2c1=O | -8 | 8 | 2 | -4 | -11 | -6 | 9 | 0.4 | 3 | -1
CC(=O)Nc1ccc(NC(=O)c2cc(S(=O)(=O)N3CCCCC3)ccc2C)cc1 | -28 | 16 | 4 | -2 | -4 | -2 | -17 | -0.7 | 1 | 2
Cc1cc(C)cc(N2CC(C(=O)Nc3cc(C)on3)CC2=O)c1 (centres undefined) | · | 1 | -3 | -3 | 9 | 4 | 1 | 0.5 | 0 | 1
CC(OC(=O)c1cc(S(=O)(=O)N2CCOCC2)ccc1F)C(=O)NC1CCCC1 (centres undefined) | -16 | 16 | -4 | -1 | 8 | 10 | -15 | 0.5 | 2 | -4
C=CCOc1cccc(C2/C(=C(\O)c3ccc4c(c3)OCCO4)C(=O)C(=O)N2CCN2CCOCC2)c1 (centres undefined) | -5 | 14 | 7 | 5 | -2 | 2 | -3 | -0.5 | -2 | 3
Cc1nnc(SCC(=O)NCCC2=CCCCC2)[nH]c1=O | -13 | 14 | -3 | -2 | 3 | -3 | -12 | 1.7 | -1 | 0
O=C(CN1C(=O)NC2(CCCC2)C1=O)NCCc1ccc(Cl)cc1Cl | -7 | 15 | 5 | -1 | -1 | 0 | -9 | 3.3 | 2 | -1
O=C(CNC(=O)c1ccncc1)N/N=C/c1cc(Br)ccc1OCc1ccccc1 | 21 | 21 | -3 | 7 | · | -13 | 5 | 0.9 | -2 | -1
CCOC(=O)c1cnc2c(ccc3ccccc32)c1NCCN(C)C | 23 | -4 | 10 | 0 | · | -27 | 8 | 1.0 | 7 | 18
CCOC(=O)C(=CNc1cc(C)ccc1C)C(=O)OCC | -50 | -5 | -1 | · | 8 | -3 | 11 | -0.8 | 2 | 0
CCOC(=O)C1=C(CS(=O)(=O)c2ccccc2)NC(=O)NC1c1ccc(OC)c(OC)c1 (centres undefined) | 9 | 6 | 1 | 1 | -3 | -5 | -8 | -2.8 | 0 | -1
COc1ccc(CC(=O)NCc2nnc(SCCOc3ccccc3)n2C)cc1 | -7 | 14 | 3 | · | -15 | -2 | -10 | -3.1 | -2 | 15
Cc1ccc(N(C(=O)c2snc(C(N)=O)c2N)C(C(=O)NC2CCCC2)c2ccco2)cc1 (centres undefined) | · | -6 | 2 | -2 | 1 | 4 | 1 | 0.5 | 3 | -1
CCOC(=O)c1c(NC(=O)CC)sc(C(=O)NC2CCCC2)c1C | · | -3 | -2 | 4 | 3 | -11 | -4 | 0.3 | -2 | -3
Cc1nn(Cc2cccc(C(=O)NC3CCCCC3)c2)c(C)c1Cl | 59 | -2 | 1 | · | 2 | 2 | 2 | 0.5 | 1 | -2

Shown comma-delimited: part of the list above.
mol,SR-BI HDL uptake,HTR5A inv ag,HTR5A ag,Wnt bcat act,MITF act,dFosB activator,PvdQ acylase,CDK5 p35 inh,V-ATPase pHluor,NSD2 HMT inh
CC(OC(=O)c1cc(S(=O)(=O)N2CCOCC2)ccc1F)C(=O)NC1CCCC1 (centres undefined),-16,16,-4,-1,8,10,-15,0.5,2,-4
C=CCOc1cccc(C2/C(=C(\O)c3ccc4c(c3)OCCO4)C(=O)C(=O)N2CCN2CCOCC2)c1 (centres undefined),-5,14,7,5,-2,2,-3,-0.5,-2,3
Cc1nnc(SCC(=O)NCCC2=CCCCC2)[nH]c1=O,-13,14,-3,-2,3,-3,-12,1.7,-1,0
O=C(CN1C(=O)NC2(CCCC2)C1=O)NCCc1ccc(Cl)cc1Cl,-7,15,5,-1,-1,0,-9,3.3,2,-1
O=C(CNC(=O)c1ccncc1)N/N=C/c1cc(Br)ccc1OCc1ccccc1,21,21,-3,7,·,-13,5,0.9,-2,-1
CCOC(=O)c1cnc2c(ccc3ccccc32)c1NCCN(C)C,23,-4,10,0,·,-27,8,1.0,7,18
CCOC(=O)C(=CNc1cc(C)ccc1C)C(=O)OCC,-50,-5,-1,·,8,-3,11,-0.8,2,0
CCOC(=O)C1=C(CS(=O)(=O)c2ccccc2)NC(=O)NC1c1ccc(OC)c(OC)c1 (centres undefined),9,6,1,1,-3,-5,-8,-2.8,0,-1
COc1ccc(CC(=O)NCc2nnc(SCCOc3ccccc3)n2C)cc1,-7,14,3,·,-15,-2,-10,-3.1,-2,15
